All columns: NCI-60 one-dose screen, growth in % after 48 h at 10 µM unless noted; 100 = growth as untreated, 0 = no growth, -100 = all killed.
HCC-2998: HCC-2998 colon cancer. hit rate 4.7% among 79,000. AID 1794799
KM12: KM12 colon cancer cells; hit rate 5% among 82,000; AID 1794800
HT29: HT29 colon cancer | hit rate 7.4% among 81,000 | AID 1794748
SNB-75: SNB-75 CNS cancer | AID 1794750 | hit rate 5% among 79,000
DU-145: DU-145 prostate cancer. hit rate 4.2% among 81,000. AID 1794760
SF-539: SF-539 CNS cancer; hit rate 6.8% among 81,000; AID 1794752
SW-620: SW-620 colon cancer. hit rate 5.2% among 82,000. AID 1794795
SNB-19: SNB-19 CNS cancer cells. hit rate 2.5% among 81,000
PC-3: PC-3 prostate cancer cells; hit rate 3.9% among 80,000; AID 1794754
* marks the source's active call; other numbers are inactive results; . = not tested or not shown; & = joins results of further samples. How the source made its calls: active means growth percent below 10; inactive means the rest.

SMILES	HCC-2998	KM12	HT29	SNB-75	DU-145	SF-539	SW-620	SNB-19	PC-3
CN1CCN(CCNC(=O)c2cccc(CN3c4cccc5c4C(=Cc4cccnc43)N(C)C5=O)c2)CC1	40	45	18	-11*	68	34	53	43	40
CC1(C)COC(c2ccc(Cl)cc2)OC1	104	96	100	93	109	104	100	106	89
CCCCCN1C(=O)[C@H](CC(C)C)C[C@H]1CNCC(=O)OC(C)(C)C	99	103	95	103	111	111	103	94	88
O=C1/C(=C/c2ccc(Br)cc2)Sc2c(Br)cccc21	100	102	96	78	106	100	101	98	85
CCC(=O)NN=C(C)C	100	109	106	111	113	119	98	101	97
C[N+]1(C)CCCC(OC(=O)C(O)(c2ccccc2)c2ccccc2)C1 (centres undefined)	95	104	94	93	112	99	103	100	90
CCc1ccc(C2=C(Cl)C(=O)C(c3ccccc3)=C(Cl)C2=O)cc1	108	98	113	94	106	100	112	105	76
CC(/C=C/c1ccccc1)=N\N	99	100	100	88	104	99	103	101	82
C=C(C)[C@@H]1CC[C@]2(C(=O)N3CCN(C)CC3)CC[C@]3(C)[C@H](CC[C@@H]4[C@@]5(C)CC(=C/c6ccncc6)/C(=N/O)C(C)(C)[C@@H]5CC[C@]43C)[C@@H]12	83	72	41	66	77	84	73	80	45
c1ccc(-c2nnc(-c3c[nH]c4ncccc34)s2)cc1	111	93	106	60	87	97	104	92	82
CCOC(=O)c1cc(C(=O)c2cc(OC)cc(OC)c2)n2nc(-c3ccc(Br)cc3)ccc12	104	95	89	79	100	106	98	100	75
COC(=O)c1nc(-c2ccccc2)oc1S(=O)(=O)N1CCCC(C)C1 (centres undefined)	104	98	56	105	91	85	35	92	72
Nc1ccc2c(c1)Cc1c(F)cccc1-2	102	100	101	74	112	92	101	110	95
CC12C(=O)N(c3nccs3)C(=O)C1(C)C1CCC2O1 (centres undefined)	105	115	113	83	122	104	107	101	101
Cc1c[nH]c(=O)[nH]c1=O	116	102	108	81	114	99	101	107	.
O=C(NCc1cn(Cc2cccc(Oc3ccccc3)c2)nn1)c1cccnc1NCc1ccc(Cl)cc1	9.4*	.	9.2*	11	15	-15*	37	41	10
C[C@@H]1O[C@@H](O[C@@H]2C[C@H](c3ccc4c(c3O)C(=O)C3=C(C4=O)[C@@]4(O)C(=O)C[C@](C)(O)C[C@@]4(O)C=C3)O[C@H](C)[C@H]2O)CC[C@@H]1O[C@H]1C[C@@H](O)[C@H](O)[C@@H](C)O1	103	101	108	91	110	100	94	100	96
Cc1cc(C)c2nc(NC(=O)C(Cl)(Cl)Cl)sc2c1	108	100	110	94	103	102	102	95	103
COc1ccc2cc(-c3cnc4nonc4n3)ccc2c1	59	23	13	16	63	-16*	27	38	25
O=C(O)COc1c(Cl)cc(Cl)cc1Cl	93	104	102	105	104	100	109	112	102
CCCCCCCCCCCCNC(=S)N/N=C/c1c(O)ccc2ccccc12	105	99	107	84	99	107	98	94	92
CCOC(=O)c1cc2c(n1Cc1cc(OC)c(OC)c(OC)c1)-c1nc(NC(C)=O)sc1CCC2	95	82	79	73	102	83	93	76	40
COc1ccc(-c2cc3c(OC)c4c(c(OC)c3oc2=O)OCO4)cc1	113	102	105	89	103	.	106	100	86
COc1ccc(C(=O)OC2C(OC3C(O)COC(O[C@H]4C[C@H]5[C@@H]6CC=C7C[C@@H](O)CC[C@]7(C)[C@H]6CC[C@]5(C)[C@H]4[C@H](C)C(=O)CCC(C)C)C3OC(=O)C(C)C)OCC(O)C2O)cc1 (some centres undefined)	59	36	12	21	38	-66*	-20*	28	2.4*
COc1ccc(NC(=O)c2cc(-c3ccc(Cl)c(Cl)c3)oc2C)cc1	95	103	102	97	104	104	102	98	101
COc1ccc2c(c1)CCNC21C(=O)Nc2c(Br)cc(Br)cc21 (centres undefined)	105	104	104	71	110	94	97	92	98
COc1ccc(C(=O)CC(Sc2ccccc2N)c2ccc(OC)cc2)cc1 (centres undefined)	109	90&96	96&104	91&98	104&113	108&118	108&97	96&91	75&72
Cc1ccccc1[C@H]1C(C(=O)c2ccc(Cl)cc2)C2(N[C@@H]1c1ccccc1)C(=O)Nc1ccccc12 (some centres undefined)	-41*	-31*	-89*	.	-34*	-70*	0.8*	16	-23*
COc1ccc(-n2nnc3c4nc(-c5ccc([N+](=O)[O-])cc5)oc(=O)c4c(C)nc32)cc1	114	110	107	90	115	93	101	101	102
COc1ccc(NS(=O)c2ccc(OC)cc2)cc1 (centres undefined)	111	98	93	99	111	99	80	94	85
C=C1CC[C@@H]2[C@](C)(CO)[C@H](O)CC[C@@]2(C)[C@@H]1C/C(O)=C1\CCOC1=O	104	111	97	96	102	108	95	98	100
O=COCCc1ccccc1	103	106	107	102	113	104	121	109	114
COc1ccc2[nH]c(C)cc2c1C	93	102	98	89	112	92	108	110	82
CCc1cc2n(n1)-c1ncc(C(=O)OC)cc1Oc1ccccc1-2	114	102	112	89	111	98	106	109	97
CC(C)(CO)C(O)C(=O)NN (centres undefined)	.	103	102	99	110	100	106	113	99
COc1ccc(/C=C2\CN(C)Cc3c2nc2nc(SC)[nH]c(=O)c2c3-c2ccc(OC)cc2)cc1	99	111	114	100	115	117	102	100	100
COc1cc2c(c(O)c1Cl)C(=O)c1c(O)cc(C[C@H](C)O)cc1[C@H]2[C@H]1c2cc(C[C@H](C)O)cc(O)c2C(=O)c2c1cc(OC)c(Cl)c2O	26	11	9.6*	-3.8*	24	-8.1*	18	18	17
COc1c(B(O)O)cc(C)cc1-c1nc2ccc3[nH]ncc3c2c2c1CCCC2	63	31	39	-34*	73	12	8.7*	74	62
COc1ccc(S(=O)(=O)NC2C(O)C3(C)c4ccccc4C2(C)c2ccccc23)cc1 (centres undefined)	111	97	86	70	95	95	97	91	78
COc1ccccc1-c1cn2c(ccc3ccccc32)n1	101	98	107	.	97	94	96	92	92
CCCCCCCC(=O)N(CC)CC	108	112	104	99	106	100	103	115	100
Cc1nc2cc(Cl)ccc2s1	105	105	103	89	119	88	100	93	97
CCN(Cc1ccc(CN(CC)C(=O)C(Cl)(Cl)Cl)cc1)C(=O)C(Cl)(Cl)Cl	92	82	78	88	98	101	89	106	65
COC12C=C/C(=C(/C(=O)OCc3ccncc3)C(=O)CCCCCCCCC3(OC)C=C/C(=C(/C(=O)OCc4ccncc4)C(=O)CCCCCCCC1)O3)O2	-83*	-77*	1.1*	-57*	-61*	-60*	9.3*	8.0*	-35*
CC(C)(C)c1ccc(S(=O)(=O)OCC(=O)Nc2cccc(C(=O)O)c2O)cc1	104	100	90	78	125	100	112	108	120
C/C(=N/O)c1ccc(N2C(=O)c3ccc(C)cc3C2=O)cc1	106	106	102	105	111	99	105	100	100
CCCC(=O)NNc1[nH]c(-c2ccc(OC)cc2)cc1C(=O)OCC	75	99	110	122	104	93	95	108	106
CN(C(=O)c1cccc(C(F)(F)F)c1)c1sc2c(c1C#N)CCC(=O)C2	105	96	132	90	112	106	68	100	65
CC(=O)c1c(C)[nH]c2c1c(-c1ccc(C)o1)nc1ccccc12	97	91	86	77	102	100	95	98	88
CCNC(=O)c1ccc(Cl)c(Cl)c1	95	112	103	69	115	103	95	103	89
Cc1ccc2[nH]c(=O)cc(-n3nncc3Cn3c4ccccc4c4ccccc43)c2c1	101	103	113	81	102	94	98	97	93
OCCN1CCN(CC2NCCCC2O)CC1 (centres undefined)	.	113	108	99	121	115	103	118	99
COc1cccc2c1O/C(=C\c1c([N+](=O)[O-])ncn1C)C2=O	105	105	.	101	102	100	105	106	-30*
O=[N+]([O-])c1cc(C(F)(F)F)ccc1SSc1ccc(C(F)(F)F)cc1[N+](=O)[O-]	.	105	107	90	111	104	94	116	86
CN(C)CCOc1ccc(/C(=C(/CCCl)c2ccccc2)c2ccccc2)cc1	-41*	-47*	-79*	37	50	1.7*	16	36	19
N#Cc1nc2c(S(=O)(=O)c3ccccc3)c(N)n(Cc3cccnc3)c2nc1C#N	104	102	104	57	91	59	78	76	67
CCOC(=O)C1(C(=O)OCC)CCN(S(=O)(=O)c2ccccc2)CC1	.	109	101	94	116	99	98	97	96
O=C(O)c1ccc(-c2nn(-c3ccc(C(=O)O)cc3)cc2CNc2ccc(F)c(F)c2)cc1	103	102	105	80	90	88	94	93	106
CC(=O)c1ccc(N2C(=O)c3ccc(Oc4ccccc4)cc3C2=O)cc1	99	96	104	108	103	107	99	105	91
CCCCN1C=C(C)N(CCCC)CC1	112	97	90	102	103	114	100	105	93
(cont.)
SMILES	HCC-2998	KM12	HT29	SNB-75	DU-145	SF-539	SW-620	SNB-19	PC-3
Cc1nccc2c3ccc(OCc4cn(-c5ccc(Cl)cc5)nn4)cc3n(CCCc3ccccc3)c12	71	35	11	-45*	28	-17*	13	63	16
O=C(Oc1ccc(/C=C/c2cc(OC(=O)c3ccc([N+](=O)[O-])cc3)cc(OC(=O)c3ccc([N+](=O)[O-])cc3)c2)cc1)c1ccc([N+](=O)[O-])cc1	97	101	102	102	116	102	98	106	102
O=C(NCc1ccc2c(c1)OCO2)c1cccc(Nc2cnccn2)c1	118	99	117	96	106	91	99	95	96
COc1ccc(OC)c(C(=O)c2oc3ccc(Br)cc3c2N)c1	37	31	7.3*	-29*	16	-44*	16	38	-1.0*
Cc1cc(OC(=O)c2ccc([N+](=O)[O-])cc2)nc2[nH]c(=O)sc12	104	102	105	91	111	98	104	99	.
COc1ccc(-c2cnc3ncnn3c2-c2cc(OC)c(OC)c(OC)c2)cc1O	115	96	104	97	105	102	102	100	105
COc1ccc2c(c1)C(=O)/C(=C/c1cnccc1OC)CC2	103	103	98	99	107	103	100	99	100
COc1ccc([C@@H]2C(=O)N(c3cc(OC)c(OC)c(OC)c3)[C@H]2c2ccc(OC)c(O)c2)cc1	17	11	-12*	43	11	5.7*	24	30	30
C[n+]1ccc(/C(C#N)=N/O)cc1	100	106	111	112	105	96	102	102	94
COc1ccc2c(c1)CC[C@@H]1[C@@H]2CC[C@]2(C)C3C(=CCC4C(=O)N(c5ccccc5)C(=O)C43)C[C@@H]12 (some centres undefined)	94	94	71	80	114	97	91	108	51
O=C1NN(c2ccccc2)C(c2ccc(Cl)cc2)N2CCC[C@H]12 (some centres undefined)	88	95	101	76	100	111	87	95	100
COC(=S)SCc1cc(=O)oc2ccc(C)cc12	94	98	111	89	106	86	108	109	102
CCOC(=O)c1c(C)nn(CC(O)c2ccccc2)c1NC(=O)Nc1cccc2ccccc12 (centres undefined)	110	105	101	95	103	103	98	93	74
Cc1ccccc1C1OC2=C(Nc3ccc(Cl)cc3N2)C1=O (centres undefined)	85	101	98	76	107	105	97	99	80
COc1ccc(C2N=C(SCC(=O)Nc3ccc(S(=O)(=O)Nc4cc(C)on4)cc3)NC(C)=C2C(C)=O)cc1 (centres undefined)	108	104	116	91	109	103	105	103	112
Cc1cc(C)n(-c2nc(-c3no[n+]([O-])c3-c3ccccc3)cs2)n1	104	100	103	.	106	93	96	99	101
O=C(/C=C/c1ccccn1)c1cc(Cl)ccc1O	101	81	97	94	99	94	91	93	92
CC(C)(C)n1nc(C2CC2)cc1NC(=O)Nc1ccccc1	108	111	116	71	126	113	109	105	93
CCCNc1nc2ccccc2c2c(=O)c3cc(F)ccc3sc12	86	83	79	81	87	69	94	81	90
Brc1ccc2c(-c3cncn3Cc3ccc(I)cc3)c[nH]c2c1	106	93	88	92	96	83	88	86	73
CCCCCCCCCCOc1cc2c(=O)c(C(=O)OCC)c[nH]c2cc1OCC	110&102	113	105&104	104&58	121&103	94&102	105&104	102&84	99&92
COc1ccc(/C=C/c2nc(Oc3ccc(C(C)=O)cc3)c3ccccc3n2)cc1	67	51	86	86	99	82	74	88	71
CCc1oc2ccccc2c1C(=O)c1ccc(O)cc1	128	110	113	91	106	94	105	92	99
C1CCC(CCCC2CCCCC2)CC1	130	107	94	98	135	98	117	99	99
CCOC(=O)CC1CSC(c2cccc(OC)c2)=N1 (centres undefined)	97	101	100	95	109	97	103	101	99
NCCSC(C[N+](=O)[O-])c1ccccc1Cl (centres undefined)	-78*	-56*	36	105	38	95	-51*	102	68
OCC(O)C(O)C(O)C(O)C(O)C(/C=N/Nc1ccccc1)=N/Nc1ccccc1 (centres undefined)	100	61	103	85	100	102	74	104	78

Structural class, the entries above containing an NH in an aromatic ring
SMILES	HCC-2998	KM12	HT29	SNB-75	DU-145	SF-539	SW-620	SNB-19	PC-3
c1ccc(-c2nnc(-c3c[nH]c4ncccc34)s2)cc1	111	93	106	60	87	97	104	92	82
Cc1c[nH]c(=O)[nH]c1=O	116	102	108	81	114	99	101	107	.
COc1ccc2[nH]c(C)cc2c1C	93	102	98	89	112	92	108	110	82
COc1ccc(/C=C2\CN(C)Cc3c2nc2nc(SC)[nH]c(=O)c2c3-c2ccc(OC)cc2)cc1	99	111	114	100	115	117	102	100	100
COc1c(B(O)O)cc(C)cc1-c1nc2ccc3[nH]ncc3c2c2c1CCCC2	63	31	39	-34*	73	12	8.7*	74	62
CCCC(=O)NNc1[nH]c(-c2ccc(OC)cc2)cc1C(=O)OCC	75	99	110	122	104	93	95	108	106
CC(=O)c1c(C)[nH]c2c1c(-c1ccc(C)o1)nc1ccccc12	97	91	86	77	102	100	95	98	88
Cc1ccc2[nH]c(=O)cc(-n3nncc3Cn3c4ccccc4c4ccccc43)c2c1	101	103	113	81	102	94	98	97	93
Cc1cc(OC(=O)c2ccc([N+](=O)[O-])cc2)nc2[nH]c(=O)sc12	104	102	105	91	111	98	104	99	.
Brc1ccc2c(-c3cncn3Cc3ccc(I)cc3)c[nH]c2c1	106	93	88	92	96	83	88	86	73
CCCCCCCCCCOc1cc2c(=O)c(C(=O)OCC)c[nH]c2cc1OCC	110&102	113	105&104	104&58	121&103	94&102	105&104	102&84	99&92

Compounds were not picked by outcome. About 11% of those tested had a hit in this group.
